# Assay outcomes: PubChem BioAssay, Broad Institute
# PAX8 inh HTS – inhibitors of PAX8 transcriptional activity in RMG-I cells. RMG-I TPO-luciferase reporter, SteadyGlo, 24 h. inhibition, % at 12.6 µM. actives 1.2% (n = 360,000);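 active = mean replicate inhibition at least 60% with every replicate also reaching 60%; inconclusive = only one of the two criteria is met; inactive = mean below 60% and not all replicates reaching 60%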;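 also: luciferase light reporting Pax8 driven TPO promoter activity; plate controls were median of neutral control wells for no effect and mitoxantrone controls for full effect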
# GSIS activator – GLuc luminescence reporter in INS-1E cells, primary screen for activators of glucose-dependent secretion of insulin; INS-1E GLuc reporter insulin secretion, 2-3 h; activation, % at 16.6 µM; actives 0.61% (n = 370,000); AID 743287;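 active = lowest replicate activation of at least 40%, so every replicate reaches that level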;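 also: 0% = median of neutral control wells and 100% = median of IBMX positive control wells; some compounds called inactive have numbers as strong as hits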
# Xi reactivation – reactivates the inactive X chromosome in mouse fibroblasts; XiGFP mouse fibroblasts, % GFP-positive cells imaging, 3 d; cells co-treated with 5-aza-dC sensitizer; scaled so ellipticine positive control = 100%; activation, % at 7.58 µM; actives 0.055% (n = 360,000);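 active = mean normalized replicate activation at least 10% and every replicate at or above 10%; inconclusive = only one of the two criteria met; inactive = mean below 10% and not all replicates reach 10%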;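 also: 0% = median of on-plate neutral control wells and 100% = ellipticine 6 µM median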
#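 material = 68-5-11 XiGFP fibroblast line | medium = DMEM plus 5-aza-dC sensitizer | schedule = 3 days compound exposure | benchmarks = positive control ellipticine, 6 µM final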
# DENV2 CPE rescue – protects cells from dengue virus 2 cytopathic effect | AID 651640 | DENV2-infected cells, cytopathic effect rescue, plate reader | CPE inhibition, % at 9.99 µM | actives 1.7% (n = 350,000); in the data active = CPE inhibition above about 20%, passing the limit was not always enough; inconclusive = no clear call, values can overlap the other calls; tested in BHK-21 cells;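 also: 0% = median of neutral control wells and 100% = median of positive control wells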
# F508del corr – CFTR F508del correction in bronchial cells. CFBE cells, YFP halide quenching; stimulated with forskolin plus potentiator P3; % fluorescence drop versus neutral controls. activity (quench increase), % at 7.58 µM. actives 0.36% (n = 350,000). AID 720511;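 active = mean added fluorescence quench of at least 8% versus neutral control, with both replicates also reaching 8%; inconclusive = only one of the mean or replicate conditions met; inactive = mean below 8% and not both replicates reaching 8%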;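 also: cells transiently co-express mutant CFTR-F508del with the halide-sensitive YFP; corrector assay measuring rescue of mutant channel to the surface after 24 h compound exposure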
# EWS-Fli block – inhibitors of EWS/Fli oncoprotein transcriptional activity; A673 NR0B1-luciferase reporter, viability-normalised; inhibition, % at 12.6 µM; actives 0.67% (n = 350,000); AID 651661;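 active = mean inhibition of at least 50% after viability correction, with every replicate also passing that limit; inconclusive = mean reaches 50% but only one of two replicates passes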;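 also: firefly luciferase signal divided by Alamar Blue viability fluorescence both relative to DMSO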
# ARNT TACC3 PPI – disrupts binding between human ARNT and TACC3. Q9Y6A5. AlphaScreen His-ARNT PAS-B/GST-TACC3 binding, luminescence; TACC3 fragment carries E629A point mutation. inhibition, % at 9.99 µM. actives 0.66% (n = 390,000). AID 623870;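 active = mean inhibition of replicates at least 50% and at least half of replicates each reaching 50%; inconclusive = half or more replicates reach 50% but mean below 50%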;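 also: 0% = complete ARNT plus TACC3 wells and 100% = ARNT alone without TACC3; many hits fall short of the cut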
# ERp5 inh – blocks human ERp5 reductase activity on insulin; Q15084; ERp5 insulin aggregation, absorbance 650 nm, 90 min; inhibition, % at 9.99 µM; actives 0.05% (n = 350,000); AID 651711;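 active = mean replicate inhibition above about 25%, with every replicate also reaching it, limit read from the data, passing the limit was not always enough; inconclusive = only one of those two criteria met; inactive = neither criterion met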
# Target sequence (Q15084 whole entry, looked up): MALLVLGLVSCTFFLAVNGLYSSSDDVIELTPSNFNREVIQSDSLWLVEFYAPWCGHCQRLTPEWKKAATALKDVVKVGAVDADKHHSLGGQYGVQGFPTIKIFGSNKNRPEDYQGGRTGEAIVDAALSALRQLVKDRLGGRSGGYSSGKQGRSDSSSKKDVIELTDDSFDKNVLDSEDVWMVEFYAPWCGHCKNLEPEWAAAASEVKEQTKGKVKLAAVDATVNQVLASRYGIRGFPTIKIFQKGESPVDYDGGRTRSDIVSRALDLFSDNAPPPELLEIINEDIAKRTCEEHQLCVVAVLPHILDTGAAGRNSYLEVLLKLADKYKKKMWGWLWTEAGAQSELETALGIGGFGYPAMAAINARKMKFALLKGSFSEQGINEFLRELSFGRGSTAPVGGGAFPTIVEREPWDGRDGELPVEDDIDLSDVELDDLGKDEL
# * = called active by the depositor; ? = inconclusive; · = not tested or not shown; & = joins results of further samples.
SMILES,PAX8 inh HTS,GSIS activator,Xi reactivation,DENV2 CPE rescue,F508del corr,EWS-Fli block,ARNT TACC3 PPI,ERp5 inh
C[C@@H]1CN([C@@H](C)CO)C(=O)c2cccc(NC(=O)c3nc4ccccc4s3)c2O[C@H]1CN(C)S(=O)(=O)c1ccc(Cl)cc1,-6,-2,0.0,-7,3.3,6,-3,-8
Cn1c(SCC(=O)NCCc2ccccc2)ncc(C(=O)Nc2ccc(F)cc2)c1=O,5,6,0.1,5,-0.8,3,-9,-4
Cc1occc1C(=O)N1CCN(Cc2ccccc2)CC1,·,-9,·,-4,-3.3,3,-3,4
CCOC(CNC(=O)C(=O)Nc1cc2c3c(c1)CCC(=O)N3CCC2)OCC,-11,14,0.0,-2,-0.3,0,-7,2
Cc1ccc(S(=O)(=O)Nc2ccc3c(c2)C(=O)N([C@@H](C)CO)C[C@H](C)[C@H](CN(C)C(=O)Nc2ccc(F)cc2)OCCCC[C@@H](C)O3)cc1,37,11,0.4,-1,-2.1,3,-10,-6
CCCNC(=O)N1CC2(CCN(C(=O)CC3CC3)CC2)c2c(n(C)c3cc(OC)ccc23)[C@@H]1CO,·,-4,0.3,5,0.7,-10,·,7
CC(C)N1CCc2c(sc(NC(=O)c3ccc4ccccc4c3)c2C(N)=O)C1,-12,-5,99*,-3,2.6,·,-10,7
Nc1cc(C(=O)N2CCN(c3ccccc3Cl)CC2)ccc1N1CC2CC(C1)c1cccc(=O)n1C2 (stereo not drawn),20,·,0.1,?,-0.7,-11,·,6
COCC(=O)OCC(=O)Nc1ccc(Cl)cc1[N+](=O)[O-],0,2,0.0,2,2.1,5,-3,-4
C/C(=N\NC(=S)NCc1ccccc1)c1ccc2ccccc2c1,2,-5,0.1,·,·,·,-16,·
C/C=C\C(=O)Nc1cccc(C2=NOC3(C2)C[C@@H](C(N)=O)N(C(=O)c2ccc(Cl)cc2)C3)c1 (stereo partly drawn),25,-13,-0.3,-7,-0.3,2,5,-1
O=C(NC(=S)N1CCCCCC1)c1cccc([N+](=O)[O-])c1,1,4,-0.1,-4,0.7,28,·,-11
CC(=C/c1ccco1)/C=N/NC(=O)CSc1nnc(SCc2ccc(C)cc2)s1,24,·,0.0,3,·,44,0,2
O=C([C@@H]1[C@@H](CO)[C@@H]2Cn3c(ccc(-c4ccncc4)c3=O)[C@H]1N2Cc1ccccc1)N1CCOCC1,0,8,0.1,6,-0.9,-5,-1,-4
O=C(NNC(=O)c1ccccc1C(F)(F)F)c1csc(N2CCOCC2)n1,18,-2,0.0,-1,0.3,·,-29,-2

# Reprinted from the part before: 2 entries, followed by the next part.
SMILES,PAX8 inh HTS,GSIS activator,Xi reactivation,DENV2 CPE rescue,F508del corr,EWS-Fli block,ARNT TACC3 PPI,ERp5 inh
O=C([C@@H]1[C@@H](CO)[C@@H]2Cn3c(ccc(-c4ccncc4)c3=O)[C@H]1N2Cc1ccccc1)N1CCOCC1,0,8,0.1,6,-0.9,-5,-1,-4
O=C(NNC(=O)c1ccccc1C(F)(F)F)c1csc(N2CCOCC2)n1,18,-2,0.0,-1,0.3,·,-29,-2
Cc1cnc(C(=O)OCC(=O)Nc2cc(S(=O)(=O)N3CCOCC3)ccc2Cl)cn1,·,22,0.2,0,1.7,-1,-3,4
COc1cc(C=C2CN(C)C(=O)C2=O)ccc1O,-11,-9,0.3,-3,0.1,9,·,9
O=C(O)C[C@H]1CC[C@@H](NC(=O)Nc2ccccc2)[C@H](CO)O1,13,6,0.3,14,-2.8,0,0,-2
COc1ccc(CCN(C)C(=O)CNC(=O)c2ccccc2F)cc1OC,-8,50,0.2,-4,0.4,3,-4,-1
Cc1cccc(S(=O)(=O)N2C[C@H](O)COC[C@H]3O[C@H](CC(=O)Nc4ccccc4)CC[C@@H]32)c1,9,4,-0.1,-8,-0.3,-4,0,-2
CC(=O)N/C(=C\c1ccccc1)C(=O)OC(C)C(=O)c1ccccc1 (stereo not drawn),6,-4,0.1,?,0.0,6,2,5
COc1ccccc1NS(=O)(=O)c1ccc(C(=O)NCC2(N(C)C)CCCCC2)cc1,-11,-6,-0.7,-9,1.7,-5,4,4
C[C@@H]1CN([C@H](C)CO)C(=O)c2cc(-c3cccc(C#N)c3)cnc2O[C@H]1CN(C)C(=O)C1CCOCC1,-20,10,0.0,0,0.3,-9,-4,-2
CO[C@H]1CN(C)C(=O)c2ccc(NC(=O)C3CC3)cc2OC[C@H](C)N(C(=O)c2cccnc2)C[C@@H]1C,6,-1,0.2,6,-0.9,-3,-2,-4
C[C@@H]1CCCCO[C@H](CN(C)Cc2ccncc2)[C@H](C)CN([C@H](C)CO)C(=O)c2cc(NC(=O)CCCN(C)C)ccc2O1,2,10,-1.2,3,-2.7,-7,-7,1
Cc1ccccc1-c1nnn(Cc2cccc(S(=O)(=O)N3CCOCC3)c2)n1,17,-29,0.0,3,-2.8,-1,-55,0
C[C@H](CO)N1C[C@H](C)[C@H](CN(C)CC2CC2)Oc2ncc(C#CC3(O)CCCC3)cc2C1=O,·,3,-0.4,1,-1.5,-5,·,1
COCC#Cc1cnc2c(c1)C(=O)N([C@H](C)CO)C[C@H](C)[C@H](CN(C)C(=O)Nc1ccccc1F)O2,·,4,-1.3,-3,1.1,-20,13,-2
COc1cccc(N2C(=O)[C@H]3C(C(=O)c4cnccn4)=NN[C@H]3C2=O)c1,5,-12,0.1,7,1.1,16,4,2
C[C@@H]1CN([C@H](C)CO)C(=O)c2cc(NS(=O)(=O)c3ccccc3)ccc2O[C@@H](C)CCCCO[C@@H]1CN(C)S(=O)(=O)c1ccc(Cl)cc1,52,-27,0.4,-1,5.0,0,-9,0

# Some values from the list:
# `C[C@@H]1CN([C@H](C)CO)C(=O)c2cc(-c3cccc(C#N)c3)cnc2O[C@H]1CN(C)C(=O)C1CCOCC1` | EWS-Fli block: -9
# `C[C@@H]1CN([C@H](C)CO)C(=O)c2cc(NS(=O)(=O)c3ccccc3)ccc2O[C@@H](C)CCCCO[C@@H]1CN(C)S(=O)(=O)c1ccc(Cl)cc1` | ERp5 inh: 0
# `Cc1ccccc1-c1nnn(Cc2cccc(S(=O)(=O)N3CCOCC3)c2)n1` | F508del corr: -2.8
# `O=C(O)C[C@H]1CC[C@@H](NC(=O)Nc2ccccc2)[C@H](CO)O1` | PAX8 inh HTS: 13
# `COc1ccc(CCN(C)C(=O)CNC(=O)c2ccccc2F)cc1OC` | EWS-Fli block: 3
# `COc1cc(C=C2CN(C)C(=O)C2=O)ccc1O` | EWS-Fli block: 9
# `Cc1cccc(S(=O)(=O)N2C[C@H](O)COC[C@H]3O[C@H](CC(=O)Nc4ccccc4)CC[C@@H]32)c1` | EWS-Fli block: -4

# New compounds follow:
SMILES,PAX8 inh HTS,GSIS activator,Xi reactivation,DENV2 CPE rescue,F508del corr,EWS-Fli block,ARNT TACC3 PPI,ERp5 inh
C[C@H](NC(=O)C[C@@H]1CC[C@H](NS(=O)(=O)c2cccc(F)c2)[C@H](CO)O1)c1ccccc1,·,3,1.3,-3,-1.5,·,-3,3
CCOC(=O)[C@H]1[C@H]2COc3ccc(Cl)cc3[C@@H]2N2C(=O)CN(Cc3ccc(C)cc3)C(=O)[C@@]12C,5,-18,0.0,8,1.4,1,-3,6
CCCn1c(N)c(N(CCOC)C(=O)Cc2ccc(S(=O)(=O)N3CCOCC3)s2)c(=O)[nH]c1=O,5,8,0.3,-3,-3.7,3,16,-1
O=C(c1cc(COc2ccc(F)cc2F)on1)N1CCSCC1,-201,-4,0.3,-3,1.9,-114,13,17
CCN1CCN(C(CNS(=O)(=O)c2ccc(C)cc2)c2cccnc2)CC1 (stereo not drawn),5,9,0.3,-3,2.3,-7,0,8
Cn1c(=O)c(C(=O)NC2CCCCCC2)c(O)c2ccccc21,26,·,0.1,7,-2.6,-38,-2,4
COc1ccccc1CC(=O)Nc1cc(C)ccn1,-16,15,0.2,12,1.3,-66,-7,4
CC(=O)N1CCC(C(=O)Nc2ccc(S(=O)(=O)N3CCC(C)CC3)cc2)CC1,10,-13,-0.1,-3,1.8,·,-8,3
COc1ccc(C(O)c2nc(-c3ccccc3OC)cs2)cc1 (stereo not drawn),-18,-14,-0.1,8,1.0,-9,·,1
COc1ccc(CNS(=O)(=O)c2ccc(S(=O)(=O)NC3CC3)cc2)cc1,-5,-17,0.1,-7,0.1,-33,11,0
COc1cc(CNC(=O)c2cc(-c3ccc(OC)cc3C)n[nH]2)cc(OC)c1,8,-20,0.2,?,-3.7,-3,·,2
C[C@@H]1CN([C@@H](C)CO)C(=O)CCCn2nncc2CO[C@H]1CN(C)C(=O)Nc1ccccc1F,1&-6,-1&4,-0.1&-0.1,-3&-4,0.3&0.8,-7&6,-6,11&-5
CC(OC(=O)CN1C(=O)c2ccccc2C1=O)C(=O)NC1CCCC1 (stereo not drawn),-11,18,-0.1,2,2.1,-3,-3,-2
NCCc1nnc(SCC(=O)Nc2cccc(Cl)c2)o1,-13,13,0.0,-4,-0.5,·,-5,1
CCCCN(C)c1c(N2CCC(C(=O)OCC)CC2)c(=O)c1=O,4,2,-0.1,5,2.4,2,4,-1
COc1ccc(NC(=O)N[C@@H]2CC[C@H](CCNC(=O)CN3CCOCC3)O[C@@H]2CO)cc1,0,21,0.6,1,-2.2,2,-5,16
O=C(NCc1ccc(F)cc1)c1cc(C2CCCCN2C(=O)c2ccc(Cl)cc2)on1 (stereo not drawn),11,·,0.0,17,0.2,9,·,1
CCOc1cccc(C2NC(=S)NC(C)=C2C(=O)Nc2ccccc2)c1 (stereo not drawn),40,-10,0.0,·,·,·,-4,·
C[C@@H]1CN([C@H](C)CO)C(=O)c2cc(NC(=O)C3CCCCC3)ccc2O[C@@H]1CN(C)S(=O)(=O)c1ccc(F)cc1,·,1,-0.4,4,0.0,-6,1,1
Cc1cc([N+](=O)[O-])ccc1NC(=O)Cc1ccc(F)cc1,-6,3,-0.1,-4,·,-14,-5,?
